# From PubChem BioAssay
# NR3A LBD binder: binders of NR3A ligand-binding domain, primary screen, biophysical, differential scanning fluorimetry, uHTS | Tm shift relative to glycine control, % at 25 µM | Glutamate receptor ionotropic, NMDA 3A (GRIN3A) ligand-binding domain | 340,000 tested, 2.5% active | NR3A LBD differential scanning fluorimetry, Tm shift; 0% = protein alone, 100% = glycine-bound protein;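 active means melting temperature shift of at least 10% of the positive control shift, at one fixed dose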
# * = called active by the depositor.
# The first two entries as a preview:
SMILES,NR3A LBD binder
COC(=O)c1sc2[nH]c(=S)n(N)c(=O)c2c1C,-0.3
Cc1cccc(N2NC(=O)/C(=C/c3ccc(-c4ccc(Cl)c(C(=O)O)c4)o3)C2=O)c1,-18.7

# Main list, repeating the preview:
SMILES,NR3A LBD binder
COC(=O)c1sc2[nH]c(=S)n(N)c(=O)c2c1C,-0.3
Cc1cccc(N2NC(=O)/C(=C/c3ccc(-c4ccc(Cl)c(C(=O)O)c4)o3)C2=O)c1,-18.7
COc1cc2c(cc1OC)C(=Cc1ccc(N(C)C)cc1)C=C2,-6.0
Cc1ccc(S(=O)(=O)/N=C(\CCl)N2CCOCC2)cc1,1.2
CCOC(=O)c1c(C)[nH]c(C(=O)OCCOc2ccccc2C)c1C,-1.8
O=C(COC(=O)C1=Cc2ccccc2OC1)NCc1ccc(F)cc1,1.4
O=C(NCCCN1CCN(c2cccc(Cl)c2)CC1)C1CCC(=O)N1Cc1ccccc1Cl (stereo not drawn),-2.5
CC(NS(=O)(=O)OCC(Cl)(Cl)Cl)c1ccc(C(C)(C)C)cc1 (stereo not drawn),8.7
CC1=CC(C)(C)NC(=S)N1c1cccc(Cl)c1,-0.5
Cc1cc(C)cc(OCC(=O)O/N=C(\N)c2cccnc2)c1,1.2
O=C(/C=C/c1ccccc1)COC(=O)c1ccccc1,0.5
O=C(C1CC1)N1CCc2cc(Br)cc(S(=O)(=O)N3CCOCC3)c21,0.3
O=C(CSc1ncnc2scc(-c3ccccc3)c12)N1CCN(c2ccccc2F)CC1,-0.2
CCCCN1CC(COCc2ccccc2)Oc2cccc(OCCN3C(=O)[C@@H]4[C@H](C3=O)C3C=C[C@H]4C3)c2S1(=O)=O (stereo partly drawn),1.6
CCOC(=O)c1cc2c(c(CCO)n1)[C@@H](CCO)N(S(=O)C(C)(C)C)C2 (stereo partly drawn),-2.0
O=[N+]([O-])c1cc(Br)ccc1C[n+]1ccccc1,3.8
COC(=O)c1ccc2nc3c(cc2c1)[C@@H]1CCN2C(=O)CCC[C@H](C3)[C@H]12,-4.7
O=C(OC(c1ccccc1)c1nccc2ccccc12)c1ccccc1 (stereo not drawn),-1.9
Cc1nn(C2CC(O)C(O)C(CO)O2)c(=O)[nH]c1=O (stereo not drawn),4.0
N#Cc1ccc(C(=O)OCC(=O)Nc2cccnc2Cl)cc1,-3.6
O=c1[nH]c(=S)[nH]cc1Oc1ccccc1,-1.2
NC(=S)N/N=C\c1c2ccccc2cc2ccccc12,-5.0
Cc1ccc(S(=O)(=O)N2CCN(C(=O)COC(=O)c3nc(Cl)ccc3Cl)CC2)c(C)c1,-0.3
Cc1ccc(NCSc2ccc(Cl)cc2)cc1,-14.4
c1ccc2c(c1)-c1ccccc1C2N1CCOCC1,-8.7
CCN(CC(=O)Nc1c(F)cccc1F)C(=O)C1CCN(S(=O)(=O)c2ccccc2C(=O)OC)CC1,1.9
O=[N+]([O-])c1cc(Br)c(O)c(/C=N/Nc2nc3ccccc3s2)c1,24.4*
COc1cccc(CN(C)C(=O)c2ccc(Cl)c(S(=O)(=O)N3CCCCCC3)c2)c1OC,-0.1
COCCN(C(=O)COC(=O)CNC(=O)c1ccc(C)cc1)c1c(N)n(Cc2ccccc2)c(=O)[nH]c1=O,-1.6
COC(=O)C1=NNC(C(=O)OC)C1c1ccccc1 (stereo not drawn),-0.2
CC(=O)Nc1c(Br)cc2c(c1Br)C(=O)c1ccccc1-2,4.2
COc1ccc(N2C(=O)C(F)(F)C2c2ccccc2F)cc1 (stereo not drawn),0.2
Nc1nn2c(-c3ccccc3)cc(=O)[nH]c2c1N=Nc1ccc(Br)cc1,24.8*
O=c1[nH]c(O)c(C=Nc2ccc(Cl)cc2Cl)c(=O)[nH]1,2.9
O=C(Nc1ccc([N+](=O)[O-])cc1)NN1CCCCCC1,-0.6
CC(C)(C)S(=O)N1Cc2cc(=O)n(Cc3ccccc3)cc2[C@@H]1CCO (stereo partly drawn),-3.4
O=C(CSc1nc2[nH]c(=O)cc(O)c2s1)Nc1nncs1,2.8
Cc1ccc(S(=O)(=O)NCC(=O)OC(C)C(=O)NCc2ccc3c(c2)OCO3)cc1 (stereo not drawn),-2.5
O=C(C=Cc1ccccc1)c1c[nH]c2ccccc2c1=O,-17.2
N#CC(=C1C=CC(=NO)C(Cl)=C1)c1ccc(Cl)cc1,-2.8
OC(c1ccccc1)(c1ccccc1)c1nccc2ccccc12,-3.9
CCC(c1nnnn1CC1CCCO1)N(CCN1CCOCC1)Cc1cc2cc(C)ccc2[nH]c1=O (stereo not drawn),-1.4
Nc1[nH][nH]c(=O)c1N=Nc1ccccc1,1.1
O=C1CCC(C2CCc3cc(O)ccc3C2)C1 (stereo not drawn),0.4
CN(C)CCOC1(Cc2ccc(F)cc2)CCC(C(C)(C)C)CC1 (stereo not drawn),-2.3
O=[N+]([O-])c1ccc(-c2cc(-c3ccncc3)nc3ccc4ccccc4c23)cc1,-1.6
OC(c1cc(-c2ccc(Cl)cc2)nc2ccccc12)C1CCCCN1 (stereo not drawn),-2.0
S=C(Nc1cccc2ccccc12)Nc1cccc2ccccc12,-9.4
COc1ccc(OC)c(C(=O)c2ccc([N+](=O)[O-])cc2)c1,-0.2
CC12CCC3C(CCC4CC(O)CCC43C)C1CC(O)C2 (stereo not drawn),-2.5
Cc1c(N/N=C(\C#N)C(=O)c2ccc(Cl)cc2)c(=O)n(-c2ccccc2)n1C,-5.7
CCN(CC(=O)Nc1ccc(NC(C)=O)cc1)C(=O)CN1C(=O)NC(C)(c2ccc3ccccc3c2)C1=O (stereo not drawn),1.6
Cc1c(C(=O)c2ccc3c(c2)OCO3)ccc2c1OCO2,2.7
O=C(O)C1=NN(c2cc(Cl)c(S(=O)(=O)O)cc2Cl)C(=O)C1,-3.0
CN(Cc1ccccc1)C(=O)c1cccc(NC(=O)Cc2ccc(NC(=O)C3CCCN(C(=O)C4CCCC4)C3)cc2)c1 (stereo not drawn),-1.1
CCOC(=O)C1CCCN(C(=O)c2ccc(Cl)c(S(=O)(=O)N3CCc4ccccc43)c2)C1 (stereo not drawn),-1.4
CN1C(=CC=C2C=C(I)C(=O)C(I)=C2)C(C)(C)c2ccccc21,5.1
NC1=C(Cl)C(=O)c2ccccc2C1=O,-0.3
COc1ccc(NC(=O)N(C)C[C@H]2Oc3ccc(NS(=O)(=O)c4ccccc4)cc3C(=O)N([C@H](C)CO)C[C@@H]2C)cc1,0.3
COC1=C(C)C(=O)C2=C(C1=O)C1C3CC4=C(C(=O)C(OC)=C(C)C4=O)C(CNC(=O)C(C)=O)N3C(C#N)C(C2)N1C (stereo not drawn),0.3

# Individual results from the list.
# NR3A LBD binder result of CC12CCC3C(CCC4CC(O)CCC43C)C1CC(O)C2 (stereo not drawn) = -2.5
# NR3A LBD binder result of S=C(Nc1cccc2ccccc12)Nc1cccc2ccccc12 = -9.4

# Two entries from above, reformatted:
NR3A LBD binder	canonical_smiles
-2.3	CN(C)CCOC1(Cc2ccc(F)cc2)CCC(C(C)(C)C)CC1 (stereo not drawn)
-1.6	O=[N+]([O-])c1ccc(-c2cc(-c3ccncc3)nc3ccc4ccccc4c23)cc1

# New compounds follow.
SMILES,NR3A LBD binder
COc1ccc(CC(=O)Nc2nnc(C(C)C)s2)cc1,-0.4
CCCSc1nc(N)nc2c1ncn2C1OC(CO)C(O)C1O (stereo not drawn),-1.9
CC(C)(C)S(=O)(=O)N1Cc2cc(=O)n(Cc3ccccc3)c(CCO)c2[C@H]1CCO,-0.2
CCN(CC)CCNC(=O)c1ccc(NC(=O)c2ccc(S(=O)(=O)N(C)c3ccccc3OC)cc2)cc1,0.1
CCN(CCc1ccccc1)c1ccc2c(c1)C1CC2CCN1C(=O)OCc1ccccc1 (stereo not drawn),2.4
Cc1cc2c(=Cc3ccc(N(C)C)cc3)c3ccccc3n2[n+]1C,-0.3
CCC(=O)OCOc1ccc(/C=C2/CCC(CN(C)C)C2=O)cc1 (stereo not drawn),1.0
O=C(CSc1nnc(-c2ccccc2)c(-c2ccccc2)n1)Nc1ccc(Br)cn1,-1.7
O=C(c1ccc2c(=O)n3c(nc2c1)CCC3)N1CCN(S(=O)(=O)c2ccccc2Br)CC1,-0.2
Cn1c(-c2c(N)n(CCCc3ccccc3)c3nc4ccccc4nc23)nc2ccccc21,7.4
CN(C)CCC(O)(c1ccccc1)c1ccccc1Cl (stereo not drawn),1.3
COc1cc(OC)c(C(=O)Nc2cc(S(=O)(=O)N3CCOCC3)ccc2N2CCN(C)CC2)cc1OC,-1.1
OCC1OCOC2C(CO)OCOC12 (stereo not drawn),-3.7
O=C(O)C1CCCCC1C(=O)Nc1ccc(S(=O)(=O)N2CCOCC2)cc1 (stereo not drawn),2.8
COc1ccc(C2=NOC(C(=O)NCc3ccco3)C2)cc1OC (stereo not drawn),2.2
C=CS(=O)(=O)c1c2cc(OC)ccc2nc2ccc(OC)cc12,-22.3
O=[N+]([O-])c1cc(-c2cccnc2)n[nH]1,-1.3
C[C@]12CC[C@H](O)CC1=C[C@H](O)C1C2CC[C@@]2(C)C1CC[C@@]2(O)C#Cc1ccc(CN)cc1 (stereo partly drawn),-1.3
Cc1ccc(C(c2ccc(C)c(C)c2)C(O)C2OC(=O)C(O)C2O)cc1C (stereo not drawn),-1.4
CCOC(=O)C1CC(CN2C(=O)c3ccccc3C2=O)OC1=O (stereo not drawn),0.6
NS(=O)(=O)c1ccc(NC(=O)COC(=O)c2c3c(nc4ccccc24)/C(=C\c2ccc4c(c2)OCO4)CCC3)cc1,38.0*
O=C(O)COc1ccc(Cl)cc1C1CCCCC1,-0.2
Cn1c(=O)c2[nH]c(=O)[nH]c2n(C)c1=O,-2.4
Nn1c(Cc2ccccc2)nnc1Cc1ccccc1,-7.3
Oc1ccc(N2CCN(c3ncnc4sc(-c5ccccc5)cc34)CC2)cc1,0.9
OC1COCOC1C(O)C1OCOCC1O (stereo not drawn),-3.4
O=S1(=O)CC2N=C(N(Cc3c(F)cccc3Cl)c3ccccc3F)SC2C1 (stereo not drawn),-3.1
CCCCNc1ncnc2[nH]ncc12,-0.8
Nc1nccc(SCc2ccc(Cl)cc2Cl)n1,3.0
COCCn1nnnc1C(c1ccc(C)cc1)N1CCN(Cc2ccc3c(c2)OCO3)CC1 (stereo not drawn),-1.7
O=c1[nH]cc(F)c(=O)[nH]1,0.8
Cc1nccn1S(=O)(=O)c1ccc(Br)cc1Br,4.1
Fc1ccccc1CSc1ncnc2c1ncn2C1CCCO1 (stereo not drawn),0.8
O=C(Nc1ccccc1)Nn1cnnc1,-2.0
CCn1cc(C(=O)NCCN(C)C)c(=O)c2cc(F)c(N3CCN(C)CC3)cc21,0.9
O=C(NOCc1ccccc1)OCc1ccccc1,0.8
CCOC(=O)[C@@H](C)N(C(=O)OC(C)(C)C)S(=O)(=O)N(Cc1ccccc1)[C@H](C(=O)OC)C(C)C,-3.4
C[C@@H](NCCCn1ccc(NC(=O)OCc2ccccc2)nc1=O)c1cccc2ccccc12,1.2
Cc1ccc(C(=O)N2CCc3ccccc32)cc1C,-0.5
COc1ccc(C(=O)N2CC(=O)Nc3ccc(F)cc3C2c2ccccc2)cc1 (stereo not drawn),-0.7

# Exported as tab-separated lines: part of the list above
Structure	NR3A LBD binder
CCOC(=O)[C@@H](C)N(C(=O)OC(C)(C)C)S(=O)(=O)N(Cc1ccccc1)[C@H](C(=O)OC)C(C)C	-3.4
Fc1ccccc1CSc1ncnc2c1ncn2C1CCCO1 (stereo not drawn)	0.8
COc1ccc(C(=O)N2CC(=O)Nc3ccc(F)cc3C2c2ccccc2)cc1 (stereo not drawn)	-0.7
O=C(NOCc1ccccc1)OCc1ccccc1	0.8
O=C(Nc1ccccc1)Nn1cnnc1	-2.0

# The results go on.
SMILES,NR3A LBD binder
O=C(CCl)N=c1sccn1Cc1cccc2ccccc12,-35.3
O=C1CCCc2c1oc1c2CCCC1,0.2
Nc1cc(-c2ccc(Br)cc2)nn1Cc1ccccc1,-2.3
O=C(O)C1C2CCC(C2)C1C(=O)Nc1cccc([N+](=O)[O-])c1 (stereo not drawn),-0.4
NC(=Nc1ccccc1)N(c1ccccc1)c1ccccc1,-1.2
CCNc1nc(C)nc2c1cnn2C,1.8
Cc1ccc(S(=O)(=O)c2nc(Nc3ccccc3)sc2Cl)cc1,1.2
COCCN(C(=O)COC(=O)/C=C/c1ccc(Cl)c(Cl)c1)c1c(N)n(Cc2ccccc2)c(=O)[nH]c1=O,0.1
O=C(/C=C/c1cn(CC(O)CN2CCCCC2)c2ccccc12)c1ccccc1 (stereo not drawn),0.0
COc1cccc(-n2c(SCc3cc(=O)oc4cc(O)c(O)cc34)nc3ccccc3c2=O)c1,10.0
COc1ccc(-c2cc(C(=O)N(C)CC(=O)Nc3ccccc3C(F)(F)F)c3ccccc3n2)cc1OC,6.0
Cc1ccc(NC(=O)CN2C(=O)/C(=C3\SC(=S)N(C4CCS(=O)(=O)C4)C3=O)c3ccccc32)cc1 (stereo not drawn),-6.5
CCOC(=O)C1CC2=C(CC(C)(C)CC2=O)N(CCOC)C1=O (stereo not drawn),-0.5
COc1ccc(-c2nn(-c3ccccc3)cc2CNC[C@H]2O[C@@H](n3cnc(C(N)=O)n3)[C@H](O)[C@@H]2O)cc1,-1.7
O=C(NCCc1ccccc1)c1cccc(NC(=O)C2CCC2)c1,2.2
O=C(O)CC/C(=C/c1cccc(NC(=O)c2ccccc2Cl)c1)c1nc2ccccc2s1,-20.2
COc1ccc(S(=O)(=O)N2CCCCC2)cc1NC(=O)Cc1ccc(Br)cc1,-0.1
CC1CCCN(c2ccc([N+](=O)[O-])s2)C1 (stereo not drawn),2.6
O=C(Cc1cccc(NC(=O)C2CCN(C(=O)C3CCCC3)CC2)c1)Nc1cccc(C(=O)N2CCCCC2)c1,-1.1
Nc1ccc(CSc2ccc(Cl)cc2)c(Cl)c1,-2.1
CCOC(=O)c1sc(N2C(=O)C(O)=C(C(=O)c3ccco3)C2c2ccco2)nc1C (stereo not drawn),-2.4
C/C(=N\Nc1ccccc1)c1cccs1,1.4
CC(C)C[C@@H](CNCC(=O)[C@H](CC(C)C)NC(=O)c1[nH]cnc1C(=O)N[C@H](CN)CC(C)C)NC(=O)c1nc[nH]c1C(=O)N[C@@H](CC(=O)O)C(=O)O,0.2

# This is a subset; the hit share may differ from the screen's.
